Compound activity deposited in PubChem by several laboratories.
CAL PDZ FP-1: CAL PDZ peptide-binding inhibitors, primary screen, biochemical, fluorescence polarization, Cer-tagged CAL PDZ, HTS | inhibition, % at 20 µM | actives 0.02% (n = 330,000) | AID 504414, 2011 | purified CAL PDZ, TMR-peptide fluorescence polarization, 1 h;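 active = highest replicate inhibition of at least 40%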;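 also: plate controls were DMSO neutral control wells for no effect and unlabeled competitor peptide control wells for full effect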
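Test system: purified CerCALP PDZ construct; Compound dosing: one concentration, 20 µM compound; Also added: TMR-labelled reporter peptide T*-PRC34 bound in PDZ groove; Read-out: inhibition from polarization loss; Controls: unlabelled peptide and DMSO controls; Signal: FP readout, S and P plane fluorescence; Incubation: 1 h at RT.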
cardiac RTF act: cardiac RTF calcium sensitivity activators, primary screen, biochemical, IANBD-TnC fluorescence, EC20 calcium; IANBD-labeled TnC RTF fluorescence at EC20 calcium; 0% EC20 calcium, 100% full calcium; activation, % at 7.2 µM; actives 0.24% (n = 340,000); AID 493008, 2010;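 active = activation above the mean over all tested compounds plus 3 SD, cut at about 30% in these data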;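 also: rise in fluorescence read as greater calcium sensitivity of cardiac thin filaments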
V-ATPase pHluor: regulators of yeast V-ATPase proton pumping, primary screen, pHLuorin cytosolic pH fluorescence; S. cerevisiae; response, % at 10 µM; actives 0.37% (n = 350,000); in the data active = response mostly above about 7.3%, no sharp cut-off; inactive = mostly below about 5.4%; also: actives read high; inactives centre near 0; some compounds called inactive have numbers as strong as hits
CAL PDZ FP-2: untagged CAL PDZ binding inhibitors, primary screen, biochemical, fluorescence polarization, HTS | purified CAL PDZ, TMR-peptide fluorescence polarization, 1 h | AID 602252, 2012 | inhibition, % at 24.9 µM | actives 0.92% (n = 300,000);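 active = mean inhibition of at least 30% with at least half of replicates also reaching 30%; inconclusive = no clear call, values can overlap the other calls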;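 also: 0% = DMSO neutral control and 100% = excess unlabeled competitor peptide PRC23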
dFosB act: activators of delta FosB homodimer, primary screen, biochemical, fluorescence polarization, TAMRA-CDK5 oligo, single point. actives 0.99% (n = 340,000). activation, % at 25 µM. Protein FosB (Mus musculus), P13346. purified delta FosB; percent of positive-control signal above neutral wells;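 active = mean activation above about 17%, with every replicate also reaching it, limit read from the data, passing the limit was not always enough; inconclusive = only one of the two conditions met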;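 also: fluorescence polarization rise as delta FosB binds a TAMRA Cdk5 AP-1 oligo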
MITF act: activators of MITF-driven TRPM1 promoter reporter, primary screen, cell-based, SK-MEL-5, luciferase, single point; SK-MEL-5 TRPM1-promoter luciferase, 24 h; % of positive control, neutral wells = 0; activation, % at 12.5 µM; actives 0.75% (n = 300,000);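 active = mean activation of at least 80% with every replicate also reaching 80%; inconclusive = mean reaches 80% but some replicate falls short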;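 also: 0% = neutral control wells and 100% = parthenolide positive control wells; values of inactives mirror those of a sister screen read the other way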
Tat export inh: E. coli Tat export inhibitors, primary screen, MC4100, TorA-mCherry reporter, fluorescence, single point; inhibition, % at 10 µM; AID 488895, 2010; actives 0.036% (n = 340,000);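 active = mean replicate inhibition at least 50% and at least half of replicates individually reaching 50%; inconclusive = only one of the two criteria met; inactive = neither criterion met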;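 also: exported cargo escapes ClpAP degradation while cytoplasmic cargo is degraded and loses fluorescence; 0% = median of neutral control wells and 100% = median of NaSCN control wells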
CDK5 p35 inh: inhibitors of human CDK5/p35 kinase, primary screen, biochemical, single concentration; Cyclin-dependent kinase 5 (Homo sapiens) + Cyclin-dependent kinase 5 activator 1 (Homo …; Recombinant CDK5/p35, ADP-Glo luminescence, 60 min; inhibition, % at 10 µM; actives 0.01% (n = 330,000);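 active = highest replicate inhibition of at least 50% and at least 75% of replicates reaching 50%; inconclusive = only one of the two criteria met; inactive = both criteria failed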;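 also: plate controls were DMSO neutral control for no effect and GW8510 at 10 µM for full effect; many of its hits are not listed in these tables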
Target sequence (Q00535 whole entry, looked up): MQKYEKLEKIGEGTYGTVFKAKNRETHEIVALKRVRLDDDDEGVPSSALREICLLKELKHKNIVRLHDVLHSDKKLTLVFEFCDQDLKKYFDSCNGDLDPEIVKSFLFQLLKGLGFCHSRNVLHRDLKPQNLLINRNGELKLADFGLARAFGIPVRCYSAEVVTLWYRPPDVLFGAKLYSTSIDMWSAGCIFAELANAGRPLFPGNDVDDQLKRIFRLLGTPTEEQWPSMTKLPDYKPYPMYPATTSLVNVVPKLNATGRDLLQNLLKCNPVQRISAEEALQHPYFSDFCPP
Target sequence (Q15078 whole entry, looked up): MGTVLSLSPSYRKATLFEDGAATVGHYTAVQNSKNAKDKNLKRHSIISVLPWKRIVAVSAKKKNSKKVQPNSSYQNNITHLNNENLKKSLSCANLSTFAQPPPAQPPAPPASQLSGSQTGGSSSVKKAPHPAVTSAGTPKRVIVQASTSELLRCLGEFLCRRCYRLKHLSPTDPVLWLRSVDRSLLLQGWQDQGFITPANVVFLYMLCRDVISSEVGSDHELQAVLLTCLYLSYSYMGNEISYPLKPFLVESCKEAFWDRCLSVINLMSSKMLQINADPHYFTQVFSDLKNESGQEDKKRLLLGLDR
Wnt bcat act: Wnt/beta-catenin pathway activators, primary screen, cell-based, plate reader, single point | AID 743398, 2014 | Wnt/beta-catenin reporter cell assay, activator | actives 1.2% (n = 300,000) | activation, % at 9.35 µM; in the data active = activation above about 30%, passing the limit was not always enough; inconclusive = no clear call, values can overlap the other calls;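 also: 0% = neutral control wells and 100% = positive control wells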
Rtt109 Vps75: inhibitors of C. albicans Rtt109/Vps75 HAT, primary screen, biochemical, ThioGlo CoA-SH fluorescence, plate reader | Histone acetyltransferase RTT109 (Candida albicans (strain SC5314 / ATCC MYA-2876)), … | purified Rtt109/Vps75, 4 h | inhibition, % at 34.9 µM | actives 0.16% (n = 330,000);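 active = inhibition of at least 50% in every replicate; inconclusive = best replicate reaches 50% inhibition but some replicates fall short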
Target sequence (Q5AAJ8 whole entry, looked up): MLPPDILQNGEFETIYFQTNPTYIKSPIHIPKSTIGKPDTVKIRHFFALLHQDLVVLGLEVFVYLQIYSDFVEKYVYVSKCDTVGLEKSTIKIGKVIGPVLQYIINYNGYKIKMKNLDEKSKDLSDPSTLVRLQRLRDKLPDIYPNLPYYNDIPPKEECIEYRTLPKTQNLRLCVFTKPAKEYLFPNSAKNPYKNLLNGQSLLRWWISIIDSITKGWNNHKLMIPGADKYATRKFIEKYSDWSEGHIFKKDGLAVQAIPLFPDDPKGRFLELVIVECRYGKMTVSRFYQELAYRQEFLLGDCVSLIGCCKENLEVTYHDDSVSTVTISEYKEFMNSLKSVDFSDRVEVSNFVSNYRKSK
* marks the source's active call; other numbers are inactive results; ? = inconclusive; · = no result given. Rows were taken by chance. About 4.1% of those tested had a hit in this group.

SMILES	CAL PDZ FP-1	cardiac RTF act	V-ATPase pHluor	CAL PDZ FP-2	dFosB act	MITF act	Tat export inh	CDK5 p35 inh	Wnt bcat act	Rtt109 Vps75
Cc1ccc(OCC(=O)N2CCCc3ccccc32)cc1	-7.3	0	3	-16	-3	27	5	2.2	·	9
O=C(COC(=O)CCSc1ccccc1)Nc1ccccc1	-0.8	-2	2	-1	-17	8	-5	-0.3	-5	-5
COc1ccc(CCCC(=O)NCCc2ccccc2)c(C)c1	0.4	1	-2	-10	5	·	-2	0.4	-1	-2
CC1=NNC(=O)C1CCC(=O)N/N=C/c1ccc(Cl)cc1 (stereo unspecified)	-0.2	-4	-1	-2	4	13	5	-1.3	-1	-15
CC(=O)Nc1cccc(C(=O)Nc2ccccc2C(=O)O)c1	-0.9	0	-3	-1	-8	-14	2	0.1	-2	-6
CC(C)c1nc2oc3c(NCc4ccccn4)ncnc3c2c2c1COC(C)(C)C2	-2.6	-1	2	-6	1	13	-3	-0.4	-1	-2
COc1ccc(OC)c(CCNC(=O)Cn2nc(C)c3c(C)n(-c4ccccc4)nc3c2=O)c1	-0.2	3	2	4	-9	-19	-3	1.2	2	6
CN(C)C(CNC(=O)c1cccc(S(=O)(=O)N2CC3(C)CC2CC(C)(C)C3)c1)c1ccco1 (stereo unspecified)	-3.4	-1	-4	-4	-8	·	6	1.5	-11	·
COc1ccnc2c1c(=O)n(Cc1ccc(Cl)cc1Cl)c(=O)n2C	-1.7	2	0	-2	-16	2	2	1.3	-2	-7
Cc1noc(C)c1CSc1nnc2ccc3ccccc3n12	-3.2	6	-2	-3	-9	-3	-1	-2.1	-2	6
Cc1ccc(/C=N/NC(=O)c2nn(C)cc2Cl)cc1	-0.9	-2	2	0	-1	68	-3	0.6	·	-3
CC(NC(=O)c1ccc2c(=O)n3c(nc2c1)CCCCC3)c1ccccc1 (stereo unspecified)	-0.9	2	0	-4	-10	11	1	0.4	-1	4
COc1ccc(S(=O)(=O)N(C)CC(=O)NCc2cccnc2)cc1Cl	0.6	-4	1	0	-6	-6	-11	-0.7	-6	-13
CCN(CC)S(=O)(=O)c1ccc(N2CCCC2)c(NC(=O)c2ccc([N+](=O)[O-])o2)c1	0.2	0	0	-11	3	-87	-4	-0.5	-1	-2
CCc1cccc2c(SC(C)C(=O)NCC3CCCO3)nc(-c3ccccc3)nc12 (stereo unspecified)	-2.1	-1	-1	-2	4	7	-1	3.7	·	·
Nn1c(Cc2cccc3ccccc23)nnc1SCc1c(F)cccc1Cl	-1.9	-6	1	-3	-8	5	2	0.6	-2	-3
COc1ccc(C2CC(=O)N3CN(Cc4ccco4)CSC3=C2C#N)cc1 (stereo unspecified)	-0.8	-5	4	-2	-10	-5	3	2.0	3	5
COc1cc(-c2nnc(SCC(=O)c3ccc(C)cc3)o2)cc(OC)c1OC	-2.4	-4	4	1	-9	-10	-5	2.9	-1	-3
O=C(NCc1ccco1)c1ccc2c(c1)N(Cc1ccccc1)C(=O)CS2	-3.0	3	-2	·	-15	-17	-7	-1.0	·	-4
CCn1c(=O)c(C(=O)CC#N)c(N)n(Cc2ccccc2)c1=O	-1.9	4	4	-4	-12	2	-2	0.7	0	-8

The list goes on, overlapping the part above by 2 compounds.
SMILES	CAL PDZ FP-1	cardiac RTF act	V-ATPase pHluor	CAL PDZ FP-2	dFosB act	MITF act	Tat export inh	CDK5 p35 inh	Wnt bcat act	Rtt109 Vps75
O=C(NCc1ccco1)c1ccc2c(c1)N(Cc1ccccc1)C(=O)CS2	-3.0	3	-2	·	-15	-17	-7	-1.0	·	-4
CCn1c(=O)c(C(=O)CC#N)c(N)n(Cc2ccccc2)c1=O	-1.9	4	4	-4	-12	2	-2	0.7	0	-8
CCOc1ccc(-n2nc3cc(C)c(N)cc3n2)cc1	-1.0	-3	2	·	-2	15	2	1.6	6	1
O=C(COc1ccccc1)NNc1c2ccccc2nc2ccccc12	0.8	-8	-2	·	-3	-10	-3	1.7	·	-4
CCOc1cc(-c2cn(S(=O)(=O)c3cccc4nsnc34)nc2N)cc(OCC)c1OCC	-0.1	-5	7	-5	4	0	4	-1.1	·	6
Cc1ccc(N2CC(C(=O)N(C)CC(=O)Nc3ccc(Cl)c(C(F)(F)F)c3)CC2=O)cc1 (stereo unspecified)	-1.2	0	-3	-14	-5	-11	23	-0.8	-3	-5
Cc1ccc(C)c(Cn2nnc3c(=O)[nH]c(C4CCN(C(=O)c5cccs5)CC4)nc32)c1	-4.3	3	-3	-5	-11	9	4	0.8	·	19
CCN(CC)S(=O)(=O)c1ccc(C)c(NC(=O)CN2CCN(Cc3ccccc3)CC2)c1	-2.7	6	2	28	-9	-3	-5	0.6	0	-5
COCCCn1cc(C(=O)c2ccccc2OCC(=O)Nc2cccc(F)c2)cc(C#N)c1=O	-0.4	-1	-2	-2	-9	-6	0	-0.4	-1	-1
COc1cc(C(=O)Nc2nc(-c3cccs3)cs2)cc(OC)c1OC	-2.6	-4	0	-1	8	0	8	-3.3	4	15
N#CCSc1nc2ccccc2c(=O)n1CCC(=O)NCCc1ccccc1	0.3	-2	2	·	-2	2	-5	2.3	·	13
CCN(C[C@H]1N[C@@](Cc2ccccc2)(C(=O)OC)[C@H]2C(=O)N(Cc3ccccc3)C(=O)[C@@H]12)S(=O)(=O)c1ccc(C(F)(F)F)cc1	0.9	5	0	-2	-8	-4	1	0.1	-2	3
Cc1cc(SCc2ccc(C(F)(F)F)cc2)nc(=O)[nH]1	-1.5	-3	2	-10	-2	-1	-10	2.1	1	0
COc1ccc(Cl)cc1NC(=O)CN(C)C(=O)Cn1[nH]c(=O)c2ccccc2c1=O	-0.2	-3	-2	-5	-12	-7	-7	-0.3	18	10
N#Cc1nc(COc2ccc(F)cc2)oc1NCCCn1ccnc1	-2.7	2	-4	2	-4	-2	9	-0.3	-4	-4
OCCOc1nnnn1-c1ccccc1	-0.1	-3	0	-3	-4	1	1	0.7	·	8
COCc1cc(N2CCCCC2)nc(-c2ccccc2)n1	0.8	-5	-2	-3	-5	-2	-1	-1.3	-1	3
Cc1cc(=O)[nH]c(N2CCCNCC2)n1	-0.6	-7	1	-2	1	·	-7	1.5	·	2
Cc1ccsc1CN1CCC(C(=O)NCc2ccccc2Cl)CC1	-1.7	-3	-10	59*	1	-4	-2	-2.2	-5	1
C#CCSc1nc(-c2cccs2)ccc1C#N	-0.8	-1	-1	-4	-5	-1	-3	0.5	·	-9
CCN(CC)S(=O)(=O)c1ccc(S(=O)(=O)N2CCCC2)cc1	·	-5	2	-6	9	-9	8	3.2	2	3
CCc1ccc(NC(=O)C(C)OC(=O)c2ccc(NS(=O)(=O)c3ccc(C)c([N+](=O)[O-])c3)cc2)cc1 (stereo unspecified)	-0.6	3	-3	2	-8	-4	-3	1.6	-2	10
CN(C(=O)CSc1n[nH]c(-c2cccs2)n1)C1CCS(=O)(=O)C1 (stereo unspecified)	-0.3	0	0	·	0	0	-1	0.3	-3	-2
O=C(O)CN1C(=O)c2cccc3c(Br)ccc1c23	-0.1	17	2	-2	-1	·	24	0.6	0	-4
CC1(C)CC(=O)C(N=Nc2cccc(S(=O)(=O)N3CCOCC3)c2)=C(O)C1	-1.1	1	0	·	1	4	3	-1.6	8	6
Cc1ccc(NS(=O)(=O)c2ccc(C(=O)N3CCCCCC3)cc2)cc1	-0.5	1	0	-2	-8	-1	-2	-0.5	-3	0
COc1ccc(CC2NCCC3(O)CCCCC23)cc1 (stereo unspecified)	0.1	-2	1	0	-7	14	-1	0.3	3	-7
CCCCN(C(=O)Cn1nnc2ccccc21)C(C(=O)NCCOC)c1ccccc1 (stereo unspecified)	-1.0	-4	-3	-3	-9	6	1	-2.5	-3	-5
COC1=C(Nc2ccc(O)cc2)C(=O)c2ccccc2C1=O	1.2	-2	-1	·	5	-80	3	5.3	7	4
COc1ccc(Nc2oc(-c3ccccc3)nc2C#N)cc1	0.0	-3	-2	-3	-6	61	-5	0.6	24	6
O=C(CC12CC3CC(CC(Br)(C3)C1)C2)NC1CCCC1	-2.5	2	2	-4	-5	-3	-8	3.0	-2	-3
Cc1cc(OCC(=O)N2CCC(C(=O)O)CC2)c2c(C)cc(=O)oc2c1	0.6	-1	-3	-2	-1	·	-4	1.3	0	-4
Cn1c(=O)c2c(ncn2CCN(CCO)Cc2ccccc2)n(C)c1=O	-0.5	-1	-5	3	4	4	-1	0.5	-6	0
Cn1nnc2cc(NC(=O)NCc3ccc4c(c3)OCO4)ccc21	-1.7	-3	4	-1	2	17	-6	1.0	·	-4
O=C(NCCCCCNC(=O)c1cccnc1)c1cccnc1	·	8	-1	-4	-6	-2	2	-1.1	-6	-5
COC(=O)c1ccc(NC(=O)COc2cccc(-n3cnnn3)c2)cc1	-1.3	0	-1	-4	-3	10	-3	-0.4	-1	-1
Cc1ccc2nc(N/N=C/c3ccco3)cc(C)c2c1	0.0	-4	4	1	7	26	-21	-5.3	?	1
N#Cc1cccc(CN2CCC(=O)N([C@H](CO)Cc3ccccc3)CC2)c1	0.0	-5	1	-2	8	1	9	0.7	-3	-2
O=C(NNC(=O)c1ccccc1O)c1ccc(S(=O)(=O)Nc2ccccc2)cc1	-1.8	1	11	1	-7	-18	-3	1.7	-2	-3
O=C1[C@@H]2Cc3c([nH]c4ccccc34)C(c3ccccc3)N2C(=O)CN1CCO (stereo partly specified)	0.7	-4	-5	-7	-1	-2	-4	-1.3	0	-8
OC1(c2cccc(C(F)(F)F)c2)CCNCC1	0.2	-1	2	·	-6	2	-16	2.2	-2	11
COc1cc(/C=N/NC(=O)c2cccc(NC(=O)c3ccccc3)c2)ccc1O	-0.1	-8	4	-4	-11	-9	7	-6.4	0	1
COc1ccc(C2CC(c3cccs3)=NN2C(=O)CSc2nc(=O)n3ccc(C)cc3n2)cc1 (stereo unspecified)	-4.2	-6	0	8	-23	-8	-2	0.3	-2	5
Cc1nc(C)c(C(=O)OCC(=O)NCCc2ccc(S(N)(=O)=O)cc2)s1	-0.8	-5	0	10	6	0	0	0.2	0	2
O=C(O)c1ccc(/C=N/N2CCN(C3c4ccccc4-c4ccccc43)CC2)cc1	-2.5	0	19*	1	-8	0	-5	-2.4	-1	27
CCc1ccccc1NC(=O)N1CCc2ccccc21	-1.8	-3	-8	0	1	0	-9	1.3	3	-5
